Rab9 prom act = qHTS Assay for Rab9 Promoter Activators | Huh7 Rab9 promoter-luciferase reporter, luminescence, 24 h | Potency, µM (highest dose often 9.22 µM), for the others: top-dose activation, negative = inhibition, usual class: activators | 320,000 compounds, 2.8% hits; note: potency is the fitted concentration of half-maximal effect; % of control where 0% means no effect; nearly all actives have a fitted effect of over 60% in size
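Stable Rab9-luc Huh7, 1500 cells/well, 2 h settle; cmpd in DMSO, 24 h, 37 °C/5% CO2; luciferase reagent 10 min RT; luminescence.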
RORgamma inh = qHTS for inhibitors of ROR gamma transcriptional activity; 310,000 compounds, 5.4% hits; Drosophila S2 Gal4-RORgamma UAS-luciferase reporter, 20 h; Potency, µM (highest dose often 53.6 µM), without a hit: at the highest dose activity change, negative = inhibition, actives largely listed as inhibitors; Nuclear receptor ROR-gamma (Mus musculus), P51450; note: potency is the fitted concentration of half-maximal effect; % is set by controls: 0 for no effect and ±100 for the full control effect; nearly all actives have a fitted effect of over 60% in size
Target sequence (P51450 whole entry, looked up, the tested form may be a part): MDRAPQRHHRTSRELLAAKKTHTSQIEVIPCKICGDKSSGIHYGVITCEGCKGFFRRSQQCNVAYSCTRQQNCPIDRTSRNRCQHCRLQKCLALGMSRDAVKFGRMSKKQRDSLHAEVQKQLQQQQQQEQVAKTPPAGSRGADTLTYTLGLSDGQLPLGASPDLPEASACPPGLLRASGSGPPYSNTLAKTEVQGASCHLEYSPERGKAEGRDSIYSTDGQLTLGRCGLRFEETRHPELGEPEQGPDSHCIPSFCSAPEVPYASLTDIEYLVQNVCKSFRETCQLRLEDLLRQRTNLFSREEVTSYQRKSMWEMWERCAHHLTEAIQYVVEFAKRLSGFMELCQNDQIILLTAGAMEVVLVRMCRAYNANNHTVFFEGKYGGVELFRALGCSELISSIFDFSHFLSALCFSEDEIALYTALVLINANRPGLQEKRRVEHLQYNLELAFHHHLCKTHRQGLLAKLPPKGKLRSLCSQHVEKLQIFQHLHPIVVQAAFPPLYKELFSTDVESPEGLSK
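Drosophila S2 cells stably expressing Gal4-DBD/mouse RORγ fusion under metallothionein promoter plus UAS-luciferase; compound 1 h, then 700 uM CuSO4 induction for 20 h at ambient temperature; inhibition read as reduced luminescence.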
KCNH2 3.1 block = qHTS for Inhibitors of KCHN2 3.1: Mutant qHTS; Potassium voltage-gated channel subfamily H member 2, brain isoform KCNH2 3.1 (human); U2OS KCNH2 3.1, thallium flux FluxOr; hits give low values; activity change, % (tested at about 1.8 µM); 340,000 compounds, 0.95% hits; AID 720553, 2013;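 active = maximum activity change below -70%; inconclusive = maximum activity change from -70% to -50%; inactive = maximum activity change above -50%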;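 note: thallium influx rate constant from kinetic fluorescence after stimulation buffer; % is set by controls: 0 for no effect and ±100 for the full control effect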
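U2OS cells transduced with KCNH2 3.1 mutant virus (1.77 x 10^8 /mL, 4 h), plated overnight at 37 C, loaded 45 min with FluxOr dye plus Red40 quencher. Thallium flux rate constant from kinetic reads after stimulation buffer, normalised to controls.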
Menin MLL FP TR = qHTS Assay for Inhibitors Targeting the Menin-MLL Interaction in MLL Related Leukemias: Competition With Texas Red Labeled MLL-derived Mutant Peptide; O00255; Menin + Texas Red MLL mutant peptide, fluorescence polarization; Potency, µM (doses to about 61.6 µM), without a hit: at the highest dose FP activity change, negative = inhibition, hits mostly inhibitors; 270,000 compounds, 0.23% hits; active = well fitted inhibition curve with a large enough effect in the polarisation, with a control signal flat, not every such curve was filed as active; inconclusive = small, poorly fitted or top-dose-only effect, or effect the other way, or a change in a side signal; inactive = no such curve, though single readings can be large or run the other way; the % refers to the polarisation; note: potency is the fitted concentration of half-maximal effect; % of control where 0% means no effect; many of its hits are not listed in these tables
ELG1 DNA repair = qHTS screen for small molecules that inhibit ELG1-dependent DNA repair in human embryonic kidney (HEK293T) cells expressing luciferase-tagged ELG1; HEK293T ELG1-luciferase reporter, luminescence, 16 h; DNA damage induced by 5-fluorouridine; Potency, µM (top dose mostly 46.1 µM), for inactives: at the top dose activity change, negative = inhibition, actives largely listed as inhibitors; 330,000 compounds, 2.3% hits; AID 504467, 2011; note: potency is the fitted concentration of half-maximal effect; % is set by controls: 0 for no effect and ±100 for the full control effect; nearly all actives have a fitted effect of over 55% in size
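Overnight (16 hr) co-exposure of 2,000 cells/well to 5-fluorouridine and compound at 37 °C preceded detection. Luciferase was quantified via ONE-Glo luminescence; loss of signal denotes inhibition.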
PKM2 act = qHTS Assay for Activators of Human Muscle isoform 2 Pyruvate Kinase; Pyruvate kinase PKM (Homo sapiens), P14618; purified PKM2, Kinase-Glo ATP luminescence, activation; response scale: 0% is enzyme alone, no compound; Potency, µM (titrated, usually from 57.5 µM), without a hit: at the top dose activation, most hits filed as activators; 260,000 compounds, 0.34% hits; AID 1631, 2009; note: potency is the fitted concentration of half-maximal effect; % is set by controls: 0 for no effect and ±100 for the full control effect; nearly all actives have a fitted effect of over 55% in size
Target sequence (P14618 whole entry, looked up, canonical isoform): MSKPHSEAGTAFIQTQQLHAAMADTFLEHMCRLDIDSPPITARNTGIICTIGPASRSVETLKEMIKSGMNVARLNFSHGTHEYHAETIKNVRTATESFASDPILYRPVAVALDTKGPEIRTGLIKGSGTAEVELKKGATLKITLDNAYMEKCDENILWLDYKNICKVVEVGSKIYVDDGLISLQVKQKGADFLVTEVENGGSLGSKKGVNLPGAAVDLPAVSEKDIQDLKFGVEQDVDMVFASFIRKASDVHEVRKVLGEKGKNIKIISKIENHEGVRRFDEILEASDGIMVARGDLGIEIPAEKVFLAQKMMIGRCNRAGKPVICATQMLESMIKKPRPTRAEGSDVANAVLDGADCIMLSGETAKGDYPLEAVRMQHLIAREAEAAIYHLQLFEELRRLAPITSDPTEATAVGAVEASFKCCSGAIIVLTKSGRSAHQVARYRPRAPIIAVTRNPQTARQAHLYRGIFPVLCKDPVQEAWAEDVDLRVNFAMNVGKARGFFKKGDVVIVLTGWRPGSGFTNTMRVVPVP
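ATP formation by purified human PK-M2, quantified via coupled luciferase luminescence after 1 h at room temperature with 0.1 mM ADP and 0.5 mM PEP final.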
Mito fusion yeast = qHTS Assay for Small Molecule Inhibitors of Mitochondrial Division or Activators of Mitochondrial Fusion; S. cerevisiae fusion-defective mutant growth rescue, CellTiterGlo 48 h; Potency, µM (highest dose often 46.1 µM), without a hit: at the top dose growth rescue (activation), hits mostly activators; 320,000 compounds, 0.23% hits;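 note: potency is the fitted concentration of half-maximal effect; % of control where 0% means no effect; nearly all actives have a fitted effect of over 45% in size; temperature-sensitive fusion mutants such as fzo1-1 at 37 °C on non-fermentable ethanol glycerol medium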
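Temperature-sensitive fusion-defective S. cerevisiae (e.g. fzo1-1, mgm1-5) were grown with compound in YPEG medium (3% ethanol, 3% glycerol) for 48 hours at 37C. Growth rescue was measured as viability by CellTiterGlo luminescence after 10 minutes at ambient.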
MBNL1 CUG block = qHTS Assay for Inhibitors of MBNL1-poly(CUG) RNA binding; Potency, µM (titrated, usually from 57.5 µM), without a hit: at the top dose activity change, negative = inhibition, most hits filed as inhibitors; 280,000 compounds, 0.036% hits; TR-FRET MBNL1-His/biotin-(CUG)12 binding, 665/545 ratio; active = well fitted inhibition curve with a large enough effect in the signal ratio, with a control signal flat, not every such curve was filed as active; inconclusive = small, poorly fitted or top-dose-only effect, or effect the other way, or a change in a side signal; inactive = no such curve, though single readings can be large or run the other way; the % refers to the signal ratio; note: potency is the fitted concentration of half-maximal effect; % is set by controls: 0 for no effect and ±100 for the full control effect
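His-tagged MBNL1 binding to biotinylated (CUG)12 RNA was measured by TR-FRET using terbium anti-His antibody (0.055 ng/ul final) and streptavidin-XL665 (5 nM final). Compounds were titrated 92 nM to 58 uM; 60 min at room temperature.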
NPC1 prom act = qHTS Assay for NPC1 Promoter Activators; Huh7 NPC1 promoter luciferase reporter, 24 h; Potency, µM (highest dose often 9.22 µM), for the others: at the highest dose activation, actives largely listed as activators; 320,000 compounds, 2.4% hits; AID 485313, 2010;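 note: potency is the fitted concentration of half-maximal effect; % of control where 0% means no effect; nearly all actives have a fitted effect of over 60% in size; reporter is driven by a mutant NPC1 promoter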
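Stable NPC1-promoter luciferase Huh7 line; cpd (DMSO) 24 h, 37 °C, 5% CO2; Amplite luciferase reagent 10 min RT; luminescence readout. qHTS format.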
FLuc counter = qHTS profiling assay for firefly luciferase inhibitor/activator using purifed enzyme and Km concentrations of substrates (counterscreen for miR-21 project). purified FLuc, Km substrates, luminescence inhibition. Potency, µM (top dose mostly 57.5 µM), inactives show at the highest dose activity change, negative = inhibition, usual class: inhibitors. AID 588342, 2011. 360,000 compounds, 6.9% hits. Luciferin 4-monooxygenase (Photinus pyralis), P08659;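 note: potency is the fitted concentration of half-maximal effect; plate controls were vehicle for no effect and reference inhibitor for full effect; nearly all actives have a fitted effect of over 55% in size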
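Purified P. pyralis luciferase (10nM final) with 10uM D-luciferin and 10uM ATP (Km levels) in 50mM Tris acetate pH 7.5, 10mM Mg acetate, 0.01% Tween-20, 0.05% BSA; qHTS 6-point titration, ~60 µM downward; luminescence read.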
VP16 counter = VP16 counterscreen qHTS for inhibitors of ROR gamma transcriptional activity | 310,000 compounds, 3.5% hits | Potency, µM (series often up to 53.6 µM), without a hit: top-dose activity, negative = inhibition, most hits filed as inhibitors | Drosophila S2 Gal4-VP16 UAS-luciferase, luminescence, 20 h;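 note: Gal4-VP16 expression switched on by copper sulfate through the metallothionein promoter; potency is the fitted concentration of half-maximal effect; % is set by controls: 0 for no effect and ±100 for the full control effect; nearly all actives have a fitted effect of over 50% in size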
Active calls of the source: *; ? = inconclusive; . = no result given; [ ] = dose if it differs, or a comment. Unless noted, calls come from the whole dose curve; as a rule, active = well fitted curve in the direction sought with a large enough effect; inconclusive = small, poorly fitted or top-dose-only effect, or another doubt; inactive = no such curve, though single readings can be large; an effect the other way counts as inactive or inconclusive. The list is partial; the hit share may differ from the screen's.

SMILES,NPC1 prom act,MBNL1 CUG block,Rab9 prom act,KCNH2 3.1 block,Mito fusion yeast,RORgamma inh,FLuc counter,VP16 counter,Menin MLL FP TR,ELG1 DNA repair,PKM2 act
CC(C)c1nc(SCC(=O)Nc2ccc(N(C)C)cc2)c2ccccc2n1,-8%,2%,-3%,3,1%,15%,6%,0%,-28%,?,1%
CC(=O)NC(CC(=O)OCC(=O)N1CCN(S(=O)(=O)c2ccc(C)cc2C)CC1)c1ccccc1 (stereo unspecified),-1%,.,-5%,-1,-3%,.,3%,.,.,-22%,.
O=C(CN1CCOCC1)N/N=C/c1ccc(-c2ccc(C(=O)O)cc2)o1,-2%,25%,-1%,-30,6%,18%,-12%,2%,.,9%,0%
COc1ccc(C(=O)Nc2ccccn2)cc1S(=O)(=O)N1CCOCC1,-2%,1%,1%,-6,-6%,10%,0%,9%,.,12%,.
CCCc1cc(=O)oc2c3c(cc(OCC(=O)NCc4ccccn4)c12)OC(C)(C)CC3,1%,2%,-12%,-2,10%,43%,-27%,-2%,-22%,?,0%
O=C(C1CCCO1)N1CCN(c2ncccn2)CC1 (stereo unspecified),-4%,-3%,-9%,19,6%,-2%,10%,-5%,0%,1%,3%
O=Cc1ccc(C(=O)OCC(=O)NCCC2=CCCCC2)cc1,-1%,.,0%,0,8%,.,3%,.,.,12%,.
NC(=O)C1CCN(S(=O)(=O)c2ccccc2[N+](=O)[O-])CC1,-43%[inhibitor],0%,3%,13,-4%,-15%,0%,3%,1%,8%,-8%[11.5 µM]
CCOc1ccc(NC(=O)C2CCCN2C(=O)OCc2ccccc2)cc1 (stereo unspecified),-4%,-13%,-2%,10,-2%,12%,-11%,1%,1%,6%,-13%
Cn1nccc1NS(=O)(=O)c1ccc(C(C)(C)C)cc1,0%,-6%,-5%,-9,-6%,?,0%,-6%,.,?,-1%
Cc1nc2n(n1)CC(O)CS2 (stereo unspecified),1%,8%,-10%,-2,-4%,14%,0%,3%,2%,9%,4%
O=C(COc1ccc(Br)cc1CO)Nc1ccccc1,?,-15%,24%,-15,4%,13%,?,12%,0%,?,1%
C=CCn1c(NC(=O)c2ccc(C)cc2)nc2ccccc21,2.8µM*,?,?,0,2%,0.4µM*,?,0.79µM*,23%,?,-1%[11.5 µM]
CN(C)CC(=O)Nc1ccc2cn[nH]c2c1,-3%,7%,-2%,-4,2%,1%,-1%,-1%,1%,-3%,0%
CC(=O)OCc1cc(-c2nn(C)c(=O)c3ccccc23)ccc1C,1%,-1%,0%,-19,12%,29%,1%,8%,-23%,?,21%
Cc1ccc(C(=O)O/N=C(\N)c2ccc(Br)cc2)cc1,28%,0%,29%,-10,25%,5%,2.4µM*,-7%,-6%,?,-4%
O=C(CCCOc1ccc(Cl)cc1Cl)n1nnc2ccccc21,-2%,-8%,0%,-6,19%,-25%,?,1%,-1%,2%,-1%
OCCNCCOc1ccccc1-c1ccccc1,-1%,-2%,-1%,-5,-3%,-9%,1%,0%,-12%,-9%,6%
COc1ccccc1OCCOCCOc1ccc(C)cc1[N+](=O)[O-],7%,.,6%,18,6%,20%[10 µM],-14%,14%,-9%,?,-5%
C[C@@H]1C=C(C(=O)NCc2ccccc2)O[C@H](OCc2ccc(CO)cc2)C1,-5%,8%,-4%,.,5%,10%,-1%,-22%,-11%,-5%,6%
Nc1ccc2c(c1)N1CCN=C1S2,-4%,5%,-4%,-26,1%,6%,8%,-4%,2%,0%,3%
O=C(CNC(=O)c1ccc(Cl)cc1)N/N=C/c1cccnc1,-7%,16%,4%,-10,-3%,0%,4%,17%,.,3%,-1%
CCOc1ccc(CNC(=O)CCS(=O)(=O)c2ccc3c(c2)NC(=O)CO3)cc1OC,1%,-1%,4%,-4,7%,-12%,4%,-2%,6%,9%,1%[0.46 µM]
CCn1c(C)c(C)c2cc(C(=O)NC3CCCCCC3)ccc21,16%,87%[activator],?,0,0%,3%,12µM*,5%,-3%,-6%,1%[0.46 µM]
CN1CCN(C(=O)CCCN2C(=O)/C(=C/c3ccc(Cl)cc3)SC2=S)CC1,-2%,.,-7%,-3,-1%,.,-11%,.,.,18µM*,.
COc1ccc(S(=O)(=O)Nc2ccc(C)cc2)cc1N(C)S(=O)(=O)c1ccc(Cl)cc1,0%,-2%,-7%,23,0%,23%,3%,-8%,?,?,10%
Cc1ccccc1OCc1nc(-c2ccc(Br)o2)no1,11%,-9%,8%,2,5%,?,17µM*,10%,10%,?,4%
CSc1c(CC(=O)Nc2ccc(F)cc2)n(Cc2ccccc2)c2ccccc12,0%,?,-3%,-10,3%,-29%,4%,?,?,-7%,2%
O=C(O)c1ccc(NS(=O)(=O)c2ccc(N3C(=O)CCC3=O)cc2)cc1,-2%,1%,-7%,3,-7%,0%,-2%,7%,-1%,3%,-1%
O=C(Cn1c(=O)oc2cc(S(=O)(=O)N3CCCC3)ccc21)N1CCN(c2ccccn2)CC1,-1%,-4%,-2%,2,0%,-3%,2%,-21%,14%,-2%,-1%
Cc1ccc[n+](CC(=O)c2ccc(NC(=O)c3ccccc3)cc2)c1,0%,-1%,-2%,10,-8%,15%,2%,-1%,-13%,-1%,1%
Clc1ccc(SCCOCCN2CCCCCC2)cc1,0%,-3%,-2%,?,2%,-16%,-12%,-2%,?,5%,5%
NC(=O)COc1ccccc1/C=C1/SC(=O)N(CC(=O)N2CCc3ccccc3C2)C1=O,1%,?,2%,-1,-2%,?,5%,14%,?,?,20µM*
COC(=O)c1cc(S(=O)(=O)NCC2CCN(CCc3ccc(OC)cc3)CC2)cn1C,2%,-19%,0%,-11,20%,-3%,2%,-18%,-13%,6%,7%
O=C(Nc1cc(S(=O)(=O)N2CCOCC2)ccc1-n1cncn1)c1ccc(Cl)cc1,-1%,-2%,-3%,-3,-5%,19%,2%,-2%,.,-11%,-3%
COc1cccc(NC(=S)NCc2ccco2)c1,5%,.,1%,-15,-7%,11µM*,?,?,16%,?,-1%

2 records picked at random from the list so far, as already listed:
SMILES,NPC1 prom act,MBNL1 CUG block,Rab9 prom act,KCNH2 3.1 block,Mito fusion yeast,RORgamma inh,FLuc counter,VP16 counter,Menin MLL FP TR,ELG1 DNA repair,PKM2 act
COc1ccc(S(=O)(=O)Nc2ccc(C)cc2)cc1N(C)S(=O)(=O)c1ccc(Cl)cc1,0%,-2%,-7%,23,0%,23%,3%,-8%,?,?,10%
Cc1ccccc1OCc1nc(-c2ccc(Br)o2)no1,11%,-9%,8%,2,5%,?,17µM*,10%,10%,?,4%
